SENP8 inh – human SENP8 protease inhibitors, primary screen, biochemical, fluorescence, Nedd8 protein substrate, uHTS. Sentrin-specific protease 8 (Homo sapiens), Q96LD8. recombinant SENP8. inhibition, % at 20 µM. 360,000 tested, 0.64% active; in the data active = inhibition mostly above about 40%, no sharp cut-off; inactive = mostly below about 27%
Target sequence (Q96LD8 whole entry, looked up): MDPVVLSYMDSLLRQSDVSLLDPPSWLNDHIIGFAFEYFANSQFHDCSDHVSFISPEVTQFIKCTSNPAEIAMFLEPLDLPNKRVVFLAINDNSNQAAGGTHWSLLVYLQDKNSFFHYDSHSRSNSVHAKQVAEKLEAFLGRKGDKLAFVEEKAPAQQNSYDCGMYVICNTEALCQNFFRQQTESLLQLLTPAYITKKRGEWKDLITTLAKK
SENP1 inh – human SENP1 catalytic domain inhibitors, primary screen, biochemical, FRET, uHTS; recombinant SENP1 catalytic domain, CyPet-SUMO1-YPet FRET cleavage; inhibition, % at 10 µM; 360,000 tested, 0.21% active; AID 624204, 2012;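 active = inhibition at least 30% at 10 µM, raw YFP signal under a set limit, fluorescence ratio 0.5 to 1.5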;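 also: 0% = enzyme with DMSO and 100% = no enzyme wells; some results filed as inactive read as strong as hits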
Target sequence (Q9P0U3 419-644 limits assumed): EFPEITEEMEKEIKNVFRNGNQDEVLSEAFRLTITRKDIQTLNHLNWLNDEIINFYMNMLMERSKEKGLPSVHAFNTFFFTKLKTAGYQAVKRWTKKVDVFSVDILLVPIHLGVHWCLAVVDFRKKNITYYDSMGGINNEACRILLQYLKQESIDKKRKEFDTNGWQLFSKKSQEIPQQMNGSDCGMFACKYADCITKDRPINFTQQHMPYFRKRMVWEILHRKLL
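Material – human SENP1 catalytic domain · Input – SENP1 enzyme, 20 pM final · Compound dosing – single concentration of 10 µM compound, 0.5% DMSO final · Timing – enzyme reaction for 50 min at room temperature, dark · Measured by – FRET fluorescence in CFP and YFP emission channels · Control set – no-enzyme wells low, DMSO-plus-enzyme wells high control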
Starred values were filed as active, the others as inactive. These rows are one share of the data; count on the stated rates, not on these rows.

Screening COc1ccccc1CNCCc1cccc(Cl)c1 returned SENP8 inh 8 and SENP1 inh 1.
C=C1C(C)C2C(Cc3ccccc3)NC(=O)C23OC(=O)/C=C/C(O)CCCC(C)C/C=C/C3C1O (stereo unspecified) was read as SENP8 inh 4 and SENP1 inh 1.
COc1ccc(C(c2nnnn2-c2c(C)cccc2C)N2CCC(n3c(=O)[nH]c4ccccc43)CC2)cc1 (stereo unspecified) was read as SENP8 inh 17 and SENP1 inh -1.
Screening CN(Cc1cccc(-c2cccnc2)c1)C(=O)Oc1ccc([N+](=O)[O-])cc1 returned SENP8 inh 13 and SENP1 inh 1.
For Cc1ccc(S(=O)(=O)N2Cc3cc(-c4ccccc4)ccc3-n3nncc3C2)cc1 the results were SENP8 inh 3 and SENP1 inh -1.
CCC(c1nnnn1-c1ccc(OC)cc1)N1CCC2(CC1)C(=O)NCN2c1ccccc1 (stereo unspecified) was read as SENP8 inh 2 and SENP1 inh 2.
Screening O=S(=O)(c1ccccc1)C1CN1c1c(F)c(F)c(F)c(F)c1F (stereo unspecified) returned SENP8 inh 3 and SENP1 inh 1.
`Cc1ncoc1C(=O)NCC1=C(c2ccc(S(C)(=O)=O)cc2)C[C@@H]2CC[C@H]1N2Cc1ccco1` gave SENP8 inh -27 and SENP1 inh 0.
Screening CC[C@H]1OC(=O)C[C@@H](O)[C@H](C)[C@@H](O[C@@H]2O[C@H](C)[C@@H](O[C@H]3C[C@@](C)(O)[C@@H](O)[C@H](C)O3)[C@H](N(C)C)[C@H]2O)[C@@H](CC=O)C[C@@H](C)C(=O)/C=C/C(C)=C/[C@@H]1CO[C@@H]1O[C@H](C)[C@@H](O)[C@@H](OC)[C@H]1OC returned SENP8 inh 4 and SENP1 inh 1.
CC1([N+](=O)[O-])COP(=O)(NC2CC2)OC1 (stereo unspecified) was read as SENP8 inh 13 and SENP1 inh 0.
`Cc1ccccc1NC(=NCCCN1CC1)Nc1ccccc1C` gave SENP8 inh 25 and SENP1 inh 1.
`O=C1NC(=O)C2(CCN(S(=O)(=O)c3ccccc3)CC2)C(=O)N1` gave SENP8 inh 7 and SENP1 inh 3.
`O=C1NC(=O)C(=Cc2c(Cl)cccc2Cl)C(=O)N1` gave SENP8 inh 3 and SENP1 inh -1.
CC(C)CN1Cc2ccccc2-n2nncc2C1 was read as SENP8 inh 6 and SENP1 inh 1.
C[C@H](CO)N1C[C@H](C)[C@@H](CN(C)C(=O)Oc2ccc3ccccc3c2)OCc2cnnn2CCCC1=O was read as SENP8 inh 5 and SENP1 inh 3.

Reprinted from the part before: 2 compounds, then new ones.
CC(C)CN1Cc2ccccc2-n2nncc2C1 was read as SENP8 inh 6 and SENP1 inh 1.
C[C@H](CO)N1C[C@H](C)[C@@H](CN(C)C(=O)Oc2ccc3ccccc3c2)OCc2cnnn2CCCC1=O was read as SENP8 inh 5 and SENP1 inh 3.
For CCCCn1nnnc1C(C1CC1)N1CCC2(CC1)C(=O)NCN2c1ccccc1 (stereo unspecified) the results were SENP8 inh 18 and SENP1 inh 3.
`O=P(N1CCCCCC1)(N1CCCCCC1)N1CC1` gave SENP8 inh 12 and SENP1 inh 0.
For CC(C)(C)n1nnnc1C(C1CC1)N1CCC2(CC1)C(=O)NCN2c1ccccc1 (stereo unspecified) the results were SENP8 inh 12 and SENP1 inh -2.
`COC(=O)[C@@H]1N=C(c2ccc(OC)cc2)O[C@]12C(=O)N(C)c1ccc(Cl)cc12` gave SENP8 inh 16 and SENP1 inh 2.
`CN1CCCCC1Cc1ccccc1` (stereo unspecified) gave SENP8 inh 5 and SENP1 inh 1.
Screening COc1ccc(C=C2C(=O)NC(=S)NC2=O)cc1OC returned SENP8 inh 6 and SENP1 inh 2.
N#CC12CC(=O)N1Cc1cnnn1-c1ccccc12 (stereo unspecified) was read as SENP8 inh 17 and SENP1 inh 2.
C(=NN1CCCCCC1)c1c[nH]c2ccccc12 was read as SENP8 inh 2 and SENP1 inh -13.
Screening Oc1c(Cl)cccc1Cc1cc(Cl)cc(Cl)c1O returned SENP8 inh 0 and SENP1 inh -1.
Screening ClCCN(CCCl)c1ccc(C2=NCCc3ccccc32)cc1 returned SENP8 inh -114 and SENP1 inh -1.
For CCOP(=S)(OCC)Oc1cc(C)nc(C(C)C)n1 the results were SENP8 inh 7 and SENP1 inh 3.
`C=CC(=O)OCCO` gave SENP8 inh -3 and SENP1 inh 2.
For CC=C(CC)C1(CC)C(=O)NC(=S)NC1=O the results were SENP8 inh 5 and SENP1 inh 1.
`COc1ccc(/C=C2/C(=O)NC(=S)N(C3CC3)C2=O)cc1CN1C(=O)c2ccccc2C1=O` gave SENP8 inh 27 and SENP1 inh 1.
COC(=O)C12CCc3c(ccc4cc(OC)ccc34)C1=CC(=O)C2 (stereo unspecified) was read as SENP8 inh -473 and SENP1 inh -70.
Screening O=C1NCN(c2ccccc2)C12CCN(C(c1cccs1)c1nnnn1-c1ccc3c(c1)OCCO3)CC2 (stereo unspecified) returned SENP8 inh 22 and SENP1 inh 0.
`C=CCN1C(=O)NC(=O)/C(=C/C=C/c2ccccc2)C1=O` gave SENP8 inh -12 and SENP1 inh 15.
For O=C(Cc1c[nH]c2ccccc12)NNCc1ccc(N(CCCl)CCCl)cc1 the results were SENP8 inh -46 and SENP1 inh -15.
CC1CC2(C)C(CCC3C2CCC2(C)C(OP(=O)(N4CC4)N4CC4)CCC32)CC1=O (stereo unspecified) was read as SENP8 inh 10 and SENP1 inh -1.
`C=C1C(=O)OC2CC3(C)OC3C3OC3C3=CC(OC3=O)C12` (stereo unspecified) gave SENP8 inh 1 and SENP1 inh -3.
Screening O=[N+]([O-])c1ccc(N2CC2)c([N+](=O)[O-])c1 returned SENP8 inh 20 and SENP1 inh 3.
For O=c1[nH]c2ccccc2n1C1CCN(C(c2cccc3ccccc23)c2nnnn2-c2ccc3c(c2)OCCO3)CC1 (stereo unspecified) the results were SENP8 inh 31 and SENP1 inh 1.
CCC1(CC)COP(=O)(OCC(Cl)CCl)OC1 (stereo unspecified) was read as SENP8 inh 11 and SENP1 inh 3.
Screening N#CC12CNCC1CN=N2 (stereo unspecified) returned SENP8 inh 23 and SENP1 inh 4.
Screening N#Cc1c(Br)n(C2OC(CO)C(O)C2O)c2ncnc(N)c12 (stereo unspecified) returned SENP8 inh -40 and SENP1 inh 2.
Screening COc1ccc(S(=O)(=O)N2Cc3ccccc3-n3nncc3C2)cc1 returned SENP8 inh 6 and SENP1 inh 3.
Screening CCC(C)N1C(=O)/C(=C/c2ccc3c(c2)CCN3CCCCl)C(=O)NC1=S (stereo unspecified) returned SENP8 inh -160 and SENP1 inh -64.
For O=c1c([N+](=O)[O-])cn(O)cc1[N+](=O)[O-] the results were SENP8 inh 16 and SENP1 inh 1.
For Cc1[nH]c2ccccc2c1CN1CCCCC1 the results were SENP8 inh 5 and SENP1 inh -2.
`CCOC(=O)CNC(=O)N1Cc2cc(N3CCCCC3)ccc2-n2nncc2C1` gave SENP8 inh -25 and SENP1 inh -2.

Ordered by heavy-atom count (low to high): part of the list above
CCC1(CC)COP(=O)(OCC(Cl)CCl)OC1 (stereo unspecified) was read as SENP8 inh 11 and SENP1 inh 3.
`C=C1C(=O)OC2CC3(C)OC3C3OC3C3=CC(OC3=O)C12` (stereo unspecified) gave SENP8 inh 1 and SENP1 inh -3.
Screening N#Cc1c(Br)n(C2OC(CO)C(O)C2O)c2ncnc(N)c12 (stereo unspecified) returned SENP8 inh -40 and SENP1 inh 2.
Screening O=C1NCN(c2ccccc2)C12CCN(C(c1cccs1)c1nnnn1-c1ccc3c(c1)OCCO3)CC2 (stereo unspecified) returned SENP8 inh 22 and SENP1 inh 0.
For O=c1[nH]c2ccccc2n1C1CCN(C(c2cccc3ccccc23)c2nnnn2-c2ccc3c(c2)OCCO3)CC1 (stereo unspecified) the results were SENP8 inh 31 and SENP1 inh 1.

Continuation:
Screening Cc1cccc(C)c1-n1nnnc1C(c1cccs1)N1CCC2(CC1)C(=O)NCN2c1ccccc1 (stereo unspecified) returned SENP8 inh 18 and SENP1 inh 4.
For CC(C)(C)n1nnnc1C(C1CC1)N1CCC(n2c(=O)[nH]c3ccccc32)CC1 (stereo unspecified) the results were SENP8 inh 13 and SENP1 inh 3.
`COC(=O)[C@@H]1N=C(c2ccc(OC)cc2)O[C@]12C(=O)N(Cc1ccc(OC)cc1)c1ccccc12` gave SENP8 inh 10 and SENP1 inh 1.
Screening O=c1[nH]c2ccccc2n1C1CCN(C(c2ccccc2)c2nnnn2-c2ccc3c(c2)OCCO3)CC1 (stereo unspecified) returned SENP8 inh 16 and SENP1 inh 1.
`CC1c2ccccc2-n2nncc2CN1C` (stereo unspecified) gave SENP8 inh 10 and SENP1 inh 1.
`O=P(Oc1ccc(-c2ccccc2)cc1)(N1CC1)N1CC1` gave SENP8 inh 8 and SENP1 inh -3.
`Cc1ncc(C(=O)O)n1C(C)c1ccccc1` (stereo unspecified) gave SENP8 inh 23 and SENP1 inh 5.
For CCOC(=O)C1(c2ccccc2)CCN(CC(=O)c2ccc(NC(C)=O)cc2)CC1 the results were SENP8 inh -4 and SENP1 inh -5.
`O=C(NN=Cc1ccc(N(CCCl)CCCl)cc1)c1cccnc1` gave SENP8 inh -481 and SENP1 inh -3.
Screening O=C1NCN(c2ccccc2)C12CCN(C(CCc1ccccc1)c1nnnn1Cc1ccccc1)CC2 (stereo unspecified) returned SENP8 inh 25 and SENP1 inh 1.
For COc1ccc(S(=O)(=O)N2Cc3cnnn3-c3ccccc3C2C#N)cc1 (stereo unspecified) the results were SENP8 inh -1 and SENP1 inh 2.
`CCOC(=O)[C@]12Cc3c(cc(OC)c(OC)c3OC)[C@H]1N(C(C)C)C(=O)c1ccccc12` gave SENP8 inh 5 and SENP1 inh 0.
For C[C@]12CCC3C(CC[C@H]4C[C@@H](O)CC[C@]34C)C1=CC[C@@H]2O (stereo partly specified) the results were SENP8 inh 15 and SENP1 inh 1.
O=C1NC(=O)C2(CCCc3ccc(N(CCCl)CCCl)cc32)N1 (stereo unspecified) was read as SENP8 inh 10 and SENP1 inh 0.
Screening CC(CC(C)(C)N1CC1)=NO returned SENP8 inh 22 and SENP1 inh 2.

The closing two entries of the part before come first, to join the parts:
O=C1NC(=O)C2(CCCc3ccc(N(CCCl)CCCl)cc32)N1 (stereo unspecified) was read as SENP8 inh 10 and SENP1 inh 0.
Screening CC(CC(C)(C)N1CC1)=NO returned SENP8 inh 22 and SENP1 inh 2.
Screening CC1=CP(=O)(Oc2ccc([N+](=O)[O-])cc2)CC1 (stereo unspecified) returned SENP8 inh 11 and SENP1 inh 2.
Screening CSc1ncc(/C=C2/C(=O)NC(=O)N(c3ccc(Cl)cc3)C2=O)cn1 returned SENP8 inh 0 and SENP1 inh -4.
For O=P(/C=C1\OCc2ccccc21)(Oc1ccccc1)Oc1ccccc1 the results were SENP8 inh 4 and SENP1 inh 0.
For CC(N)C(=O)NC1C2C(=C(O)CC(O)C2O)C(=O)OC1(C)C(Cl)Cl (stereo unspecified) the results were SENP8 inh 16 and SENP1 inh 1.
CC(C)n1c(O)c(C2c3cc(Cl)ccc3Oc3[nH]c(=O)n(C(C)C)c(=O)c32)c(=O)[nH]c1=O (stereo unspecified) was read as SENP8 inh -12 and SENP1 inh -5.
CC(C)(OOC1(c2ccccc2)NC(=O)c2ccccc21)c1ccccc1 (stereo unspecified) was read as SENP8 inh 21 and SENP1 inh 4.
`CC1([N+](=O)[O-])COP(=O)(Nc2cccc(F)c2)OC1` (stereo unspecified) gave SENP8 inh 18 and SENP1 inh 2.
Screening Cc1ccc(OC(=O)N(C)C[C@@H]2OCc3cnnn3CCCC(=O)N([C@H](C)CO)C[C@H]2C)cc1 returned SENP8 inh 15 and SENP1 inh -1.
`COc1ccc(C(c2nnnn2-c2ccc3c(c2)OCCO3)N2CCC(n3c(=O)[nH]c4ccccc43)CC2)cc1` (stereo unspecified) gave SENP8 inh 11 and SENP1 inh 0.
For Nc1ccc(-c2ccccc2)cc1 the results were SENP8 inh -8 and SENP1 inh 1.
For O=[N+]([O-])c1ccc(C(=Nc2ccccc2)N2CC2)cc1 the results were SENP8 inh 26 and SENP1 inh 1.
For CC(=O)OC1CCC2(C)C(=CC(=O)C3C2CCC2(C)C(OC(C)=O)CCC32)C1 (stereo unspecified) the results were SENP8 inh 6 and SENP1 inh -13.
`CCOP(=S)(OCC)N1CC1` gave SENP8 inh 3 and SENP1 inh 1.
Screening CS(=O)(=O)c1ccc(C2=C(CNC(=O)c3cccs3)[C@H]3CC[C@@H](C2)N3Cc2ccccc2)cc1 returned SENP8 inh -24 and SENP1 inh 2.
For CC(C)N1CCN(c2ccc(O)cc2)CC1 the results were SENP8 inh 23 and SENP1 inh 2.
C[C@@H]1CN([C@@H](C)CO)C(=O)CCCn2nncc2CO[C@H]1CN(C)C(=O)Oc1ccccc1 was read as SENP8 inh -17 and SENP1 inh 0.
